Source: PubChem (several laboratories)
PLCb3 inh: blocks human PLC-beta3 enzyme activity; inhibition, % at 12.2 µM; Q01970; 0.18% of 370,000 active; Purified PLC-beta3, fluorogenic substrate, fluorescence; in the data active = inhibition above about 11%;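 note: 0% = median of compound wells on plate and 100% = full blocker control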
PG9 binder: small molecules binding HIV-1 gp120 antibody PG9; TR-FRET gp120-PG9 antibody binding; inhibition, % at 6.7 µM; 0.43% of 360,000 active; in the data active = inhibition above about 8.5%
DAX1 inh-1: inhibitors of DAX1 repression of SF-1 activated StAR promoter; HEK293T StAR-luciferase reporter, SF-1/DAX-1 repression relief; inhibition, % at 6.8 µM; 1.1% of 370,000 active; AID 652010;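 active = inhibition above the mean over all tested compounds plus 3 SD, cut at about 3.6% in these data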;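 note: 0% = DAX-1 cells with DMSO and 100% = cells lacking DAX-1 with DMSO; higher inhibition means more luminescence from relief of DAX-1 repression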
hgDAF12 agonist: activates the H. glycines DAF-12 receptor ligand-binding domain | AID 687014 | HEK293 GAL4-hgDAF12 UAS-luciferase reporter, agonist luminescence; normalized to butyrate control | 1.8% of 370,000 active | activation, % at 6.8 µM;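 active = activation above a cutoff set at the mean of all screened compounds plus 3 SD, cut at about 10% in these data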;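 note: 0% = DMSO wells and 100% = sodium butyrate wells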
ssDAF-12 act: activators of S. stercoralis DAF-12 nuclear receptor. HEK293 ssDAF-12/GRIP1 lit1-tk-luc reporter, luminescence; % of 3 µM dafachronic acid response. 1% of 370,000 active. activation, % at 6.8 µM. AID 652126;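 active = activation above the mean over all tested compounds plus 3 SD, cut at about 0.9% in these data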;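 note: 0% = DMSO-only wells and 100% = 3 µM delta7-dafachronic acid wells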
GAA850 FXN act: frataxin GAA850 promoter activation; AID 540364; HEK293 lucGAA850 FXN promoter luciferase reporter, 24 h; percent of 10 µM SAHA response; 0.56% of 360,000 active; activation, % at 6 µM;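 active = activation above the average of all compounds screened plus 3 SD, cutoff fixed separately per campaign, cut at about 7.5% in these data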;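 note: 0% = DMSO wells and 100% = 10 µM SAHA wells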
hcDAF12 agonist: activators of H. contortus DAF-12 nuclear receptor. AID 652067. HEK293 hcDAF-12 lit1-tk-luc reporter, luminescence; 0% DMSO, 100% Δ7-dafachronic acid. 1.4% of 370,000 active. activation, % at 6.8 µM;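 active = activation above the mean of all tested compounds plus 3 SD, cut at about 5.5% in these data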;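 note: 100% = response to 3 µM Δ7-dafachronic acid high control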
DAX1 inh-2: inhibits human nuclear receptor DAX1. P51843. HEK293 Gal4-DAX1 luciferase reporter, luminescence. inhibition, % at 6.75 µM. 0.99% of 340,000 active. AID 504766;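 active = inhibition above the mean over all tested compounds plus 3 SD, cut at about 4.2% in these data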;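 note: 0% = DAX1-transfected cells with DMSO and 100% = empty-vector control cells with DMSO; inhibition shows as a rise in luminescence from relieved DAX1 repression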
SMARCA2 activ: increases SMARCA2 function in MMTV reporter cells; MG213 cells, MMTV-luciferase reporter, dexamethasone, overnight; activation, % at 9.1 µM; 1% of 370,000 active; in the data active = activation above about 7.8%;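 note: 0% = vehicle wells and 100% = reference activator wells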
sPLA2-III inh: Inhibits HGIII-sPLA2 liposome hydrolysis, primary screen | Q9NZ20 | QFRET BODIPY PC-A2 liposome hydrolysis, fluorescence | inhibition, % at 12.2 µM | 0.56% of 370,000 active;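 active = inhibition above mean plus 3 SD of compounds lying within the high and low control bounds, cut at about 19% in these data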;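 note: 0% = median of test compound wells and 100% = no enzyme DMSO wells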
Target sequence (Q9NZ20 whole entry, looked up): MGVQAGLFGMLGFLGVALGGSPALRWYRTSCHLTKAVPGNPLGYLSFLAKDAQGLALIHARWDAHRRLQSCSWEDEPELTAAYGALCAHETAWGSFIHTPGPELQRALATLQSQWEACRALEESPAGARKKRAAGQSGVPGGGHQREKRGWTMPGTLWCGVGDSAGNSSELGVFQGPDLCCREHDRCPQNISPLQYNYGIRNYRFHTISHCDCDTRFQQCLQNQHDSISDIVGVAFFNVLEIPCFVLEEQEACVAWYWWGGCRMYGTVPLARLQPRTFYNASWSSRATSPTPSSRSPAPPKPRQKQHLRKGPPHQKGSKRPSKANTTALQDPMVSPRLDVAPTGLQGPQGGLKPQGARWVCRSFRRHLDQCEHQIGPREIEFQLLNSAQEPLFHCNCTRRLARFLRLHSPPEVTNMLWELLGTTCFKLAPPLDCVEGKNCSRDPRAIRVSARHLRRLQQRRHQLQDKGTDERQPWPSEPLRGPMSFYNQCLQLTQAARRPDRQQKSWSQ
NR1D1 modulator: modulators of human Rev-erb alpha DNA binding. P20393. Rev-erbα–FITC-DNA binding, fluorescence polarization, 90 min. activity, % at 10 µM. 0.79% of 370,000 active. AID 1259318;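 active = activity above about 14%, limit read from the data; passing the limit was not always enough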;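 note: 0% = DMSO wells with 35 nM protein and 100% = DMSO wells with 750 nM protein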
Target sequence (P20393 whole entry, looked up): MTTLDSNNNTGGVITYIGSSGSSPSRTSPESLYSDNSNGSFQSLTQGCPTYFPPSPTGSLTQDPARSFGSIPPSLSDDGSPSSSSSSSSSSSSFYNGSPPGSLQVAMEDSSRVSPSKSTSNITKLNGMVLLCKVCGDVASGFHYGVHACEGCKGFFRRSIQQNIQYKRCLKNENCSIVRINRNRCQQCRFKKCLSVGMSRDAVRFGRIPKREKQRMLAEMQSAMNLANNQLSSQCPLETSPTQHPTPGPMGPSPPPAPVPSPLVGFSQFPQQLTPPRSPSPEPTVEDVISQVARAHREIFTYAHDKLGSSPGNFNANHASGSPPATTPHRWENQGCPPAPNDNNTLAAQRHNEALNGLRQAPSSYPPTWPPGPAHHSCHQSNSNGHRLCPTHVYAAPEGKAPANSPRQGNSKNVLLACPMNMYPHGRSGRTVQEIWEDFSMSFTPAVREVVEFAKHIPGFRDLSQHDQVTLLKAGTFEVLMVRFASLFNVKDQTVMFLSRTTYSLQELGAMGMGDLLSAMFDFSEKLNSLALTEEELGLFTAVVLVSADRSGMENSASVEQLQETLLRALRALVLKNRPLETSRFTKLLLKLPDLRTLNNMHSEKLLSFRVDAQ
Active calls of the source: *; i = inactive; nt = not tested or not shown.

Order of results – PLCb3 inh	PG9 binder	DAX1 inh-1	hgDAF12 agonist	ssDAF-12 act	GAA850 FXN act	hcDAF12 agonist	DAX1 inh-2	SMARCA2 activ	sPLA2-III inh	NR1D1 modulator
Fc1cccc(Cl)c1CSc1nnc(COc2cccc3cccnc23)o1
  -11	2.2	-0.9	-2.1	-1.6	0.1	-1.8	1.3	-3	-8	0
CC1CN(C(=O)[C@@H]2CCCN2S(=O)(=O)c2ccc(Cl)cc2)CC(C)O1 (stereo not given in full)
  4	1.3	0.2	-1.2	-1.0	-1.5	0.7	-0.1	0	3	-4
COc1ccc(S(=O)(=O)Cc2ccc(C(=O)N3CC(C)CC(C)C3)o2)cc1 (stereo not given)
  1	-1.9	-0.5	-5.0	-0.7	-2.9	-2.4	1.6	-1	-3	3
CN(C(=O)c1ccc(NC(=O)Cc2ccc(NC(=O)C3CCCN(C(=O)c4ccccc4)C3)cc2)cc1)C1CC1 (stereo not given)
  -3	-1.3	-0.5	1.3	-1.4	2.2	-1.6	-0.9	0	-14	2
CC(C)C(=O)N(c1ccc2oc(=O)sc2c1)S(=O)(=O)c1cccs1
  3	-3.8	-1.1	-2.2	-0.9	0.1	0.9	0.9	3	-23	0
N#Cc1cnn(Cc2ccc(Cl)cc2)c1N
  2	-1.8	0.5	-1.4	-0.3	2.2	-2.1	-0.1	0	1	-6
CCOC(=O)N1CCN(c2nnnn2-c2ccccc2)CC1
  -6	-1.3	-0.5	3.1	-1.2	-0.8	-0.2	0.2	1	2	-10
O=C(Nc1ccccc1N1CCN(C(=O)c2ccc(Cl)cc2)CC1)c1cccnc1
  1	1.4	-0.1	-0.6	-1.0	-3.8	-0.6	-1.9	-1	-4	0
C/C(=N\NC(=O)c1cccc(S(=O)(=O)N2CCCC2)c1)c1ccc(C)cc1
  3	1.6	-1.1	-0.6	-0.6	0.6	-1.4	-1.6	0	2	4
COCCNC(=O)C(=O)NNS(=O)(=O)c1ccc(Cl)cc1
  1	-0.7	-0.5	-1.0	-1.5	0.5	-0.4	4.5*	1	6	0
CCOC(=O)C1=C(COC(=O)/C=C/c2ccc(C)o2)NC(=O)NC1C (stereo not given)
  -17	-0.1	1.2	1.1	-1.3	-0.3	-0.5	0.3	4	-2	0
C/C(=N\NC(=O)c1ccccc1)c1ccc(NC(=O)c2cccs2)cc1
  0	-0.1	0.6	0.1	-1.6	2.4	0.3	-0.4	2	7	9
COc1ccc(-c2nnn(Cc3nc(N)nc(N4CCOCC4)n3)n2)cc1OC
  0	0.7	0.1	1.2	-1.0	2.3	-2.4	0.8	2	4	-4
CCOC(=O)N1CCC(NC(=O)c2cnc3n(c2=O)CCS3)CC1
  -3	0.6	-0.5	-3.3	-1.1	-0.3	0.2	0.2	-1	14	-6
COc1ccccc1/C=C/C=c1\sc2nc(=O)c(Cc3ccccc3)nn2c1=O
  -22	-1.3	0.0	0.8	-1.5	0.7	-0.6	2.6	-4	-13	0
CC(=O)OCC(=O)NCc1ccc2c(c1)OCO2
  3	0.0	-0.6	2.2	-1.3	-0.1	-1.2	-0.8	0	7	5
CN(C)S(=O)(=O)c1ccc2c(c1)c(=O)c(C(=O)N1CCOCC1)cn2C
  3	-3.4	0.8	2.7	-1.8	9.8*	1.9	5.9*	0	3	-3
CC(Oc1ccccc1)C(=O)Nc1ccc(S(=O)(=O)N2CCCC2)cc1 (stereo not given)
  -3	2.1	-0.1	-2.1	-1.4	-0.9	-2.8	0.2	-4	-9	-1
CCOCCCNC(=O)C(NC(=O)CC1NC(=O)NC1=O)c1ccc(Cl)cc1 (stereo not given)
  5	-1.0	0.8	-0.5	-0.4	-0.2	2.3	0.7	2	0	0
O=C(CSc1nc2ncc(Cl)cc2[nH]1)N1CCOCC1
  -2	1.2	-0.8	-0.6	-1.5	1.4	1.6	1.3	-7	10	-3
CN(C)C(=O)COc1ccc(Br)cc1
  1	-0.1	0.1	-1.8	-1.1	-1.2	-0.4	3.3	-1	2	0
Cc1ccc(C(=O)O)cc1NC(=O)c1ccc(Cn2nc(C)c(Cl)c2C)o1
  1	0.6	-0.6	1.1	-0.8	1.4	-2.1	2.2	-2	-7	0
COC(=O)c1ccccc1NC(=O)CSc1ncccn1
  -6	-0.6	0.1	-0.5	-0.7	1.1	3.2	-0.2	0	0	3
COc1ccc(C(CNC(=O)c2cccc(S(=O)(=O)N3CCCCC3)c2)N2CCCC2)cc1 (stereo not given)
  -3	-1.4	1.5	1.8	-0.9	-2.8	0.9	-0.1	0	-7	-2
CSc1ccccc1C(=O)Nc1ncc(C)s1
  -1	0.1	1.1	3.8	-0.7	-1.9	1.6	-1.0	-2	-6	-1
CCN1CCN(C(=S)Nc2ccccc2Cl)CC1
  2	-0.9	-0.7	0.7	-1.3	1.0	0.2	1.6	4	4	1
CCn1c(SCC(=O)N(C)C2CCS(=O)(=O)C2)nnc1-c1cccs1 (stereo not given)
  2	-1.2	-0.3	-2.8	-0.9	0.8	-1.5	0.7	0	3	1
C=CCc1ccc(OCC(O)COCC)c(OC)c1 (stereo not given)
  -2	-2.0	1.2	7.1	-0.4	2.0	2.3	3.1	7	-8	-2
COCCN(CCOC)S(=O)(=O)c1ccc(C(=O)Nc2ccc([N+](=O)[O-])cc2OC)cc1
  -4	-1.4	0.2	-2.0	-1.8	-1.6	2.0	0.1	-6	5	-7
CCOc1ccc(C2=Nn3cnnc3SC2)cc1
  -1	1.0	-0.8	-0.7	-0.9	2.0	0.4	-0.2	0	7	-2
O=C(Nc1ccc(NC(=O)c2sc3ccccc3c2Cl)cc1Cl)c1ccco1
  -36	0.1	0.5	5.7	-1.4	1.7	0.0	1.3	0	-3	-19
CCC(=O)c1ccc(OCc2ccc(C(=O)OC)o2)c(OC)c1
  1	4.6	0.5	2.4	-0.9	1.8	0.2	1.1	1	3	-7
Cn1nccc1C(=O)NC(=S)Nc1sc2c(c1C#N)CCCCC2
  1	0.9	0.8	7.6	-0.2	2.0	0.3	0.5	6	-2	-1
O=C(CN(C(=O)CNC(=O)c1ccco1)c1ccc(Cl)c(Cl)c1)NC1CCCCC1
  5	-0.7	-0.4	-2.8	-1.5	-1.5	-0.8	1.2	0	-4	1
O=C(Cn1cc(COc2ccc(Cl)c(Cl)c2)nn1)NS(=O)(=O)c1ccccc1C(F)(F)F
  -5	-0.3	0.1	-1.3	-1.4	-0.5	-1.3	nt	-1	-46	0
Cn1c(NCCCO)nc2c(c1=O)C1(CCCCC1)Cc1ccccc1-2
  i	0.4	0.7	-4.1	-1.2	2.2	-0.8	-0.2	1	-29	8
CCOC(=O)c1sc(NC(=O)c2ccccc2OCC)nc1C
  -4	-1.2	0.1	-0.9	-1.4	1.2	-2.0	0.1	-1	1	36*
C/[N+]([O-])=C\CC(=O)c1ccc(-c2ccccc2)cc1
  1	-0.4	0.3	-2.5	-0.3	4.2	0.5	0.8	-2	0	0
CCN1CCN(CC(=O)NC2CCCC2)C(=O)C1=O
  7	2.7	-0.2	-3.1	-0.4	1.4	-0.9	2.7	-4	14	-2
CN(C(=O)CSc1ncnc2sccc12)C1CCCCC1
  -4	0.7	0.7	4.6	-0.4	5.8	0.6	1.7	6	-6	1
O=[N+]([O-])c1cccnc1N1CCOCC1
  4	-0.9	0.1	1.2	-1.0	0.2	-2.2	-0.9	-1	4	0
Cc1cc(C)c2sc(N(CCN(C)C)C(=O)c3ccc4ccccc4c3)nc2c1
  -8	0.4	0.6	5.0	-0.6	-0.4	1.2	0.7	-3	-9	-4
CC1CC(=S)Nc2ccccc2N1C(=O)Nc1ccccc1 (stereo not given)
  3	-0.5	-0.1	-0.6	-1.6	2.0	0.2	5.2*	-1	9	-3
Cc1cc(Cl)nc2c(C(C)C)cccc12
  2	-3.3	0.1	-1.7	-1.4	-0.8	-0.5	0.7	2	1	1
CCOc1ccc(NC(=O)Nc2ccc3nsnc3c2)cc1
  -27	-1.0	-0.1	7.5	-0.8	3.7	1.2	-0.1	-2	-6	-3
CCSc1nnc([C@H](Cc2c[nH]c3ccccc23)NC(=O)OC(C)(C)C)o1
  1	-0.7	-0.9	0.8	-1.8	-0.3	-0.7	-1.8	2	-71	-4
O=C(NCC1CCCO1)c1onc(CSc2ccc(F)cc2)c1C(=O)O (stereo not given)
  -2	0.9	-0.1	-1.0	-1.1	2.7	-0.9	-0.6	1	4	-6
CCOC(=O)c1cccc(NC(=O)c2cc3sccc3n2C)c1
  -2	1.7	0.2	6.8	-0.9	-1.3	0.3	0.4	1	-26	-4
CCC(C)(C(=O)NC1CCCCC1)N(Cc1cccs1)C(=O)CC1NC(=O)NC1=O (stereo not given)
  1	0.9	0.1	-2.7	-1.5	0.6	0.8	2.8	-5	14	-1
Cc1ccc(/C=N/NC(=O)CCn2nc(C)cc2C)c(C)c1
  -1	0.5	-0.8	-2.1	-1.2	-1.7	-2.5	-0.3	-2	1	-2
CCCCNC(=O)CCn1nc(-c2ccc(C)cc2)c2ccccc2c1=O
  2	-0.1	-0.8	-2.5	-1.1	0.1	-2.2	-1.3	2	0	-2
O=C(CSc1nc(-c2ccccc2Cl)ns1)c1ccc(Cl)cc1
  -1	-0.2	-0.4	0.5	-1.3	2.2	-1.4	-1.4	-1	-68	3
Cc1cccc(C(=O)NCC(=O)NCCCSc2ccccc2)c1
  -10	3.0	-0.8	-3.1	-0.8	3.5	-2.8	-1.1	-1	4	4
Clc1ccc(C2=NNC(=NCC3CCCO3)SC2)cc1 (stereo not given)
  -2	-1.8	1.4	7.2	-0.1	3.8	3.1	0.4	3	-11	4
CCOC(=O)c1[nH]c2ccc(OC)cc2c1NC(=O)CCN1CCCC(C)C1 (stereo not given)
  -462	-2.1	-0.4	0.0	-0.7	3.6	1.5	2.7	1	5	4
CCCCOC(=O)CCc1nc2ccccc2[nH]c1=O
  -25	-1.7	0.0	-1.5	-0.6	-0.8	0.5	0.8	2	0	-1
CCOC(=O)N1CCN(C(=O)COC(=O)c2ccc(S(=O)(=O)N(CC)CC)cc2)CC1
  -10	0.5	-0.8	-2.3	-0.5	1.5	-2.1	-1.2	-2	-1	5
Cn1c(SCc2c(Cl)cccc2Cl)nc(C(F)(F)F)cc1=O
  2	-1.8	-0.5	-1.3	-1.6	-1.9	-1.9	0.1	0	0	4
C[C@H](NC(=O)N1CCn2c1nc1ccccc12)C(=O)NC1CCCCC1
  -4	0.7	-0.2	-2.2	-0.8	2.1	-0.4	0.4	0	0	-5

Arranged by value in SMARCA2 activ (highest first): 3 from the list above
molecule,PLCb3 inh,PG9 binder,DAX1 inh-1,ssDAF-12 act,hcDAF12 agonist,DAX1 inh-2,SMARCA2 activ,sPLA2-III inh,NR1D1 modulator
CCOC(=O)c1cccc(NC(=O)c2cc3sccc3n2C)c1,-2,1.7,0.2,-0.9,0.3,0.4,1,-26,-4
C[C@H](NC(=O)N1CCn2c1nc1ccccc12)C(=O)NC1CCCCC1,-4,0.7,-0.2,-0.8,-0.4,0.4,0,0,-5
Cc1ccc(/C=N/NC(=O)CCn2nc(C)cc2C)c(C)c1,-1,0.5,-0.8,-1.2,-2.5,-0.3,-2,1,-2
